# High-throughput results: PubChem, National Center for Advancing Translational Sciences (NCATS)
# Epigenetic derep = Quantitative High-Throughput Screen for Regulators of Epigenetic Control; Potency, µM (titrated, usually from 53.9 µM), for inactives: at the top dose GFP activation, hits mostly activators; murine LDR cells, GFP reporter derepression, 30 h; 0.2% of 280,000 active; note: potency is the fitted concentration of half-maximal effect; % of control where 0% means no effect; nearly all actives have a fitted effect of over 60% in size
#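 Murine LDR cells carrying a silenced, genomically integrated CMV-driven GFP reporter were exposed to compound for 30 hours at 37 C. After PBS washes, GFP-positive cells (20–120 um objects) were counted by laser-scanning microplate cytometry.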
# NPSR antag = qHTS Assay for Antagonists of the Neuropeptide S Receptor: cAMP Signal Transduction | 1% of 220,000 active | CHO-NPSR cells, cAMP TR-FRET, antagonist mode | Potency, µM (doses to about 38.3 µM), inactives show top-dose activity change, negative = inhibition, actives largely listed as inhibitors; note: potency is the fitted concentration of half-maximal effect; % is set by controls: 0 for no effect and ±100 for the full control effect; nearly all actives have a fitted effect of over 50% in size; many of its hits are not listed in these tables
# Target sequence (Q6W5P4 whole entry, looked up): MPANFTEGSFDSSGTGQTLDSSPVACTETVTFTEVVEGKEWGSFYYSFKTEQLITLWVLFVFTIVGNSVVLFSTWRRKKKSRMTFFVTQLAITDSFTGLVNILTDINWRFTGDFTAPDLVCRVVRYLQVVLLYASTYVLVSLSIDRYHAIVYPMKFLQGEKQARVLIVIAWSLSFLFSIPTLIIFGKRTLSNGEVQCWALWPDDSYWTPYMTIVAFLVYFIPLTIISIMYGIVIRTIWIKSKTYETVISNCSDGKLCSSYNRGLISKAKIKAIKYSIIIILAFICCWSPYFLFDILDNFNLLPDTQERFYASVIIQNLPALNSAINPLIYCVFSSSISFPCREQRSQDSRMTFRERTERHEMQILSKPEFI
# LMNA splice mod = qHTS Assay for Modulators of Lamin A Splicing | 0.01% of 200,000 active | Potency, µM (doses to about 46.1 µM), for inactives: at the top dose ratio change, negative = inhibition, actives largely listed as inhibitors | HeLa LMNA splicing GFP/RFP minigene ratio, 48 h | AID 1487, 2009; active = well fitted inhibition curve with a large enough effect in the signal ratio, with a control signal flat, not every such curve was filed as active; inconclusive = small, poorly fitted or top-dose-only effect, or effect the other way, or a change in a side signal; the % refers to the signal ratio; note: potency is the fitted concentration of half-maximal effect; % is set by controls: 0 for no effect and ±100 for the full control effect
#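 S3 HeLa stable clones carrying a lamin A-EGFP splicing minigene plus DsRed2 were seeded at 600 cells/well in Opti-MEM with 2% FBS, pin-dosed and incubated 48 h at 37°C. Acumen cytometry (488 nm) gave the GFP/RFP total-intensity ratio.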
# Luc counter = Counterscreen for Luciferase (Kinase-Glo TM) Inhibition; Luciferin 4-monooxygenase (Photuris pensylvanica), Q27757; Kinase-Glo luciferase, ATP luminescence, 8 min; Potency, µM (titrated, usually from 38.3 µM), for inactives: at the highest dose activity change, negative = inhibition, usual class: inhibitors; 0.28% of 200,000 active; AID 1379, 2008; note: potency is the fitted concentration of half-maximal effect; % is set by controls: 0 for no effect and ±100 for the full control effect; nearly all actives have a fitted effect of over 60% in size
#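 Inhibition of Kinase-Glo luciferase light generation was assessed at 10 uM ATP in pH 7.2 imidazole buffer, with luminescence measured after eight minutes at ambient temperature.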
# CBFb RUNX1 block = qHTS Assay for Compounds Blocking the Interaction Between CBF-beta and RUNX1 for the Treatment of Acute Myeloid Leukemia | Runt-related transcription factor 1 (Homo sapiens) + Core-binding factor subunit beta … | AlphaScreen CBFb-His/RUNX1-biotin binding, biochemical | Potency, µM (titrated, usually from 59.8 µM), for inactives: at the highest dose activity, negative = inhibition, usual class: inhibitors | 230,000 tested, under 10 active; note: % of control where 0% means no effect
# Target sequence (Q01196 whole entry, looked up): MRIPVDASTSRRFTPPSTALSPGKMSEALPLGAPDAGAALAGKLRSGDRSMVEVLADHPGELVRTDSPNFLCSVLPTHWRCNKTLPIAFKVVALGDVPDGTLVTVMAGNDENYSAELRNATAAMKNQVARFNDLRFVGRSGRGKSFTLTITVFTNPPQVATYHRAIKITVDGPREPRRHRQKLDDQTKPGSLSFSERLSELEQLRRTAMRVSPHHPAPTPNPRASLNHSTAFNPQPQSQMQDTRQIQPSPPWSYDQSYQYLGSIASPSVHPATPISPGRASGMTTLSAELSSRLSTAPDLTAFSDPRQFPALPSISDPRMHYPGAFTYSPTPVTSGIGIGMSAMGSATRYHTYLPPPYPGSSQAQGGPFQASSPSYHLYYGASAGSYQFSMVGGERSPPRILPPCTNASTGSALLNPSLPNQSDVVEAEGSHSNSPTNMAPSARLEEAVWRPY
# Target sequence (Q13951 whole entry, looked up): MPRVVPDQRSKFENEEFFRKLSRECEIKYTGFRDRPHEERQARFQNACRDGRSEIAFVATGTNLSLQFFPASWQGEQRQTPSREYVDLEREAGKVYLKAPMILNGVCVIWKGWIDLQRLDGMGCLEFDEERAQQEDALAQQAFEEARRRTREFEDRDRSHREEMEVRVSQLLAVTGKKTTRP
#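 CBFb-His/RUNX1-biotin, 30 nM each, preincubated 20 min RT; compound 15 min RT; Ni + streptavidin beads 50 ng each, 90 min RT; AlphaScreen read.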
# HttQ103 aggreg = qHTS Multiplex Assay to Identify Dual Action Probes in a Cell Model of Huntington: Aggregate Formation (GFP); PC12 HttQ103-GFP aggregates, Acumen cytometry, 40 h; Potency, µM (doses to about 46.1 µM), for the others: top-dose activity change, negative = inhibition, most hits filed as inhibitors; 1.1% of 220,000 active; AID 1688, 2009; note: potency is the fitted concentration of half-maximal effect; % is set by controls: 0 for no effect and ±100 for the full control effect; nearly all actives have a fitted effect of over 60% in size
#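 Steps: seed 1500 PC12 HTTQ103-GFP cells/well; add tebufenozide, 100 nM final; add compound titration; add ATPLite reagent; quantify GFP aggregates by laser scanning cytometry.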
# IMPase Li inh = qHTS Assay for Identifying the Cell-Membrane Permeable IMPase Inhibitors: Potentiation with Lithium; CHO-M1 cells, IP1 TR-FRET (IP-One), carbachol + lithium; Potency, µM (doses to about 59.4 µM), inactives show at the highest dose activity, negative = IMPase inhibition, usual class: inhibitors; 0.35% of 210,000 active; AID 1457, 2008;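 note: IP1 builds up when IMPase is blocked and the TR-FRET signal falls; potency is the fitted concentration of half-maximal effect; plate controls were basal vehicle for no effect and high inhibitor control for full effect; nearly all actives have a fitted effect of over 50% in size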
#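 IP1 accumulation measured by competitive TR-FRET in lysed CHO-M1 cells after 30 min compound exposure at 37C, with a small lithium addition to potentiate weak responses. Hill-equation AC50 from ratio and donor-channel data.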
# * = called active by the depositor; ? = inconclusive; nt = no result given; & = joins results of further samples; [ ] = dose if it differs, or a comment. Unless noted, calls come from the whole dose curve; as a rule, active = well fitted curve in the direction sought with a large enough effect; inconclusive = small, poorly fitted or top-dose-only effect, or another doubt; inactive = no such curve, though single readings can be large; an effect the other way counts as inactive or inconclusive.
SMILES,Epigenetic derep,NPSR antag,LMNA splice mod,Luc counter,CBFb RUNX1 block,HttQ103 aggreg,IMPase Li inh
Cc1ccccc1CSCC(Nc1ccc(C(=O)O)cc1[N+](=O)[O-])C(=O)O (stereo not drawn),0.0%,-3%[46.1 µM],0%,-5%,-1%,-5%,33%[38.3 µM]
CSc1ccc(Cl)c(C(=O)Nc2ccc(C)cn2)c1,1.1%[10.1 µM],1%,?,0%,5%,12%[9.22 µM],10%
COc1c(C)cc(Br)cc1C(=O)Nc1cccc(NC(=O)c2ccco2)c1,-2.1%,-18%[46.1 µM],-25%,2%,-3%,?,39%[activator][38.3 µM]
COc1cc(/C=N/N2C(C)CCCC2C)cc(Br)c1O (stereo not drawn),-1.4%,-6%,nt,2%,-5%,4%,3%
COc1ccc(NS(=O)(=O)c2ccc(NC(=S)NC(=O)/C=C/c3ccccc3)cc2)nn1,-1.1%,7.9µM*,?,7%,4%,-11%,5%
Cc1cccc(-c2nc3ccccc3c(=O)n2NC(=O)Cc2ccc(Cl)cc2)c1,0.0%,14%,-11%,1%,0%,-5%,2%
Cc1ccc(C(=O)NCC(=O)NCC(=O)OCc2ccc(F)cc2)cc1,-0.4%,2%,nt,0%,17%,1%,7%
CCC(=O)Nc1sc2c(c1C#N)CCCCC2,-1.0%,17%[46.1 µM],-5%,2%,2%,-4%,12%[38.3 µM]
CC1(C)Oc2ccc(NC(=O)C3COc4ccccc4O3)cc2O1 (stereo not drawn),-4.0%,-27%[7.67 µM],-6%,-22%,-2%,2%,6%[38.3 µM]
S=C(Nc1cccc(Cl)c1)N1CCOCC1,1.8%,0%[46.1 µM],-10%,-3%,5%,-4%,5%
CCN(CC)C(=O)Nc1ccc(Br)cc1,-2.8%,18%,-6%[46 µM],-7%,10%,12%,11%
CCC(C(=O)NC1CCCC1)N(C(=O)Cn1nnc(-c2ccc(C)o2)n1)C(C)(C)C (stereo not drawn),-7.0%,5%[46.1 µM],-2%,nt,15%,29%,nt

# Structural class: those above containing a furan ring, fused or not
SMILES,Epigenetic derep,NPSR antag,LMNA splice mod,Luc counter,CBFb RUNX1 block,HttQ103 aggreg,IMPase Li inh
COc1c(C)cc(Br)cc1C(=O)Nc1cccc(NC(=O)c2ccco2)c1,-2.1%,-18%[46.1 µM],-25%,2%,-3%,?,39%[activator][38.3 µM]
CCC(C(=O)NC1CCCC1)N(C(=O)Cn1nnc(-c2ccc(C)o2)n1)C(C)(C)C (stereo not drawn),-7.0%,5%[46.1 µM],-2%,nt,15%,29%,nt

# Next section
SMILES,Epigenetic derep,NPSR antag,LMNA splice mod,Luc counter,CBFb RUNX1 block,HttQ103 aggreg,IMPase Li inh
O=C(Nc1nnc(-c2ccc(F)cc2)o1)c1cccc([N+](=O)[O-])c1,-5.1%,-14%,?,1%,-10%,5.6µM*,1%
CC(C)(C)n1nnnc1CN(Cc1ccco1)Cc1cc2cc3c(cc2[nH]c1=O)OCO3,0.0%,-20%[46.1 µM],6%,-3%,5%,14%,-3%[38.3 µM]
CCc1nc2c(sc3nc4c(cc32)COC(C)(C)C4)c(=O)n1CCN(CC)CC,1.1%,20%,?,-1%,-5%,18%,9%
N#CC(C#N)=C1C=CC=CN1/C(=C\c1ccco1)C(=O)c1ccc(-c2ccccc2)cc1,6.2%,-21%,?,2%,-12%,7.1µM*,21%
CCN(CC)S(=O)(=O)c1ccc2c(c1)nc(CCC(=O)OCC(=O)Nc1cc(Cl)cc(Cl)c1)n2C,0.0%,4%,-1%,-3%,-2%,16%,0%
O=C1NC(c2ccccc2)=C(c2ccc3ccccc3n2)C(c2ccncc2)N1 (stereo not drawn),-1.0%,-20%[46.1 µM],2%,nt,-3%,?,nt
COCCNc1nc2sc3c(c2c(=O)n1Cc1ccco1)CCCCC3,-1.1%,-19%,-14%,1%,1%,-9%,-1%
O=C(NCCN1C(=O)CCC1=O)c1ccncc1,0.8%,7%[46.1 µM],1%,nt,5%,-5%,nt
Cn1c(=O)[nH]c(=O)c2c1nc(N1CCOCC1)n2CC(O)COc1ccc2ccccc2c1 (stereo not drawn),-2.2%,-11%[46.1 µM],-13%,0%,10%,5%,3%
C=CCN1C(=O)C(CC(=O)O)SC1=Nc1cccc([N+](=O)[O-])c1 (stereo not drawn),-1.9%,17%,-15%[46 µM],2%,?,5%,-13%
COc1ccc(NC(=O)CCCN(C)S(=O)(=O)c2ccc(C)cc2)cc1,-1.1%,-6%,?,-4%,4%,-9%,2%
CCc1nnc(N2CCN(c3ncnc4c3oc3ccccc34)CC2)s1,0.0%,-4%[46.1 µM],?,-1%,13%,?,28%[38.3 µM]
CN(C)c1ccc(/C=N/N(Cc2ccccc2)c2ccccc2)cc1,2.0%,-2%,-3%,5%,-8%,1%,13%
O=C(C1=C[C@H](c2ccccc2)C[C@H](OCCCCO)O1)N1CCN(Cc2ccccc2)CC1,-0.7%,28%,nt,nt,1%,-17%[9.22 µM],4%
CSc1cc(-c2ccc(Cl)cc2)n(Cc2ccccc2)c(=O)c1C#N,-3.7%,?,3%,-1%,-2%,-5%,?
C=CCn1c(SC(C)CC)nc(O)cc1=O (stereo not drawn),-8.5%,-12%[46.1 µM],12%,-2%,-3%,-11%,23%[38.3 µM]
CCNc1ccc(S(=O)(=O)C(F)(F)F)cc1NC(=O)C12CCC(CC1)C2,-1.0%,-14%[46.1 µM],-5%,-1%,12%,10%,20%[38.3 µM]
O=C(Nc1cccc(F)c1)c1cc(S(=O)(=O)N2CCC3(CC2)OCCO3)ccc1F,-3.5%,-27%,nt,0%,3%,-16%,-1%
CCC/C=C(\CCC)C(NS(=O)(=O)CC12CCC(CC1=O)C2(C)C)c1ccc(C(=O)OC)cc1 (stereo not drawn),2.4%,nt,nt,-4%,5%,nt,12%
CCOC(=O)CSc1nc(C)c(C(=O)OCC)s1,-0.8%,-14%[46.1 µM],10%,-1%,8%,5%,-2%[38.3 µM]
Cc1cc(=O)[nH]c(=S)[nH]1,0.4%&-1.3%,11%,8%,-2%&0%,14%,14%&11%,-4%&-1%&9%
NC(=O)c1noc(C(=O)N(CC(=O)NC2CCCC2)Cc2ccc3c(c2)OCO3)c1N,-2.0%,0%[46.1 µM],-10%,1%,8%,6%,1%
CC1CCc2nc(N)c(C#N)c(-c3cccnc3)c2C1 (stereo not drawn),0.0%,0%[46.1 µM],-12%,-2%,0%,2µM*,6%
CCOC(=O)Cn1nc(-c2ccc(Cl)cc2)cc1N,0.0%,13%[46.1 µM],6%,1%,2%,4%,14%[38.3 µM]
CC(C)(C)C(=O)NC(=S)NCc1ccccc1,2.2%,-1%,21%,-3%,0%,11%,3%
CC(C)(C)c1ccc(OCC(=O)NNC(=O)CCc2ccccc2)cc1,-2.1%,-8%[46.1 µM],15%,-3%,12%,13%,-9%[38.3 µM]
CCCCN1C(=O)/C(=c2\sc3nc(=O)c(-c4ccccc4)nn3c2=O)c2ccccc21,0.0%,-7%[46.1 µM],4%,-4%,-6%,-16%,-14%[38.3 µM]
O=C(CCCC(=O)N(CC(=O)NC1CCCC1)Cc1ccc(F)cc1)Nc1ccccn1,3.7%,-10%[46.1 µM],1%,-3%,2%,-2%[9.22 µM],-1%[38.3 µM]
CCOc1ccc(S(=O)(=O)n2ccnc2)c2ccccc12,-1.9%,-1%[46.1 µM],0%,-2%,-2%,-8%,-8%[38.3 µM]
S=C(N/N=C/c1ccc2c(c1)OCO2)NC1CC2CCC1C2 (stereo not drawn),-2.2%,?,nt,nt,1%,20%[9.22 µM],nt
COc1ccc(Nc2oc(-c3ccc(F)cc3)nc2C#N)cc1,7.6%,-4%,?,nt,9%,9%[9.22 µM],nt
O=C(COC(=O)COc1ccccc1[N+](=O)[O-])NC1CCCC1,-1.8%,10%,1%,0%,3%,10%,-1%
CC(=O)NCC(=O)N1CCCC(C(=O)c2ccc(-c3ccccc3)c(F)c2)C1 (stereo not drawn),-4.6%,-5%,nt,4%,0%,-23%,-6%
O=C(C/C=N/OCc1c(Cl)cccc1Cl)c1ccccc1,-2.4%,-13%[46.1 µM],-1%,-7%,-9%,10%,-10%[38.3 µM]
Cc1ccc2nc(SCC(=O)Nc3c(F)cccc3F)[nH]c2c1,-0.5%,3%,nt,-1%,3%,-16%,1%
CCn1c(COc2ccc(C)cc2)nnc1SCC(=O)Nc1cc(OC)ccc1OC,-1.0%,-23%[46.1 µM],-12%,-2%,-8%,13%,0%[38.3 µM]
CC(C)CNS(=O)(=O)c1cc(C(=O)O)c(Cl)cc1Cl,7.0%,13%,nt,nt,3%,23%[9.22 µM],nt
COc1cc2c(cc1OC)C(CC#N)=NC(C)(C)C2,-1.0%,-9%[46.1 µM],-3%,-4%,-4%,?,9%[38.3 µM]
COc1ccc2ccc(Oc3ncccn3)cc2c1,-1.0%,-6%[46.1 µM],-5%,0%,0%,-10%,31%[activator][38.3 µM]
C=C(C)Cn1c(N2CCN(CC)CC2)nc2c1c(=O)[nH]c(=O)n2C,2.7%,2%[46.1 µM],0%,0%,-4%,-1%,-4%[38.3 µM]
O=C(c1ccccn1)c1ccc2ccccc2n1,2.1%,7%,nt,nt,0%,-2%[9.22 µM],nt
CC(C)Oc1ccccc1C1CC(=O)Nc2c1c(=O)n(C)c(=O)n2C (stereo not drawn),1.9%,-9%[46.1 µM],11%,3%,0%,2%,2%[38.3 µM]
Cn1nc(CC(=O)Nc2ncc(Br)s2)c2ccccc2c1=O,0.0%,-10%,?,-2%,-3%,-25%,-13%
Cc1ccc(-c2cc(-c3ccc(F)cc3)nc(N)c2C#N)o1,4.8%,-29%[46.1 µM],7%,0%,?,-20%,25%[38.3 µM]
CCCCCc1c(O)nc(SCCN(CC)CC)[nH]c1=O,-1.9%,13%,nt,0%,6%,26%,1%

# Three of the entries above in order of their number in NPSR antag, descending.
SMILES,NPSR antag
CCCCCc1c(O)nc(SCCN(CC)CC)[nH]c1=O,13%
O=C(c1ccccn1)c1ccc2ccccc2n1,7%
Cn1nc(CC(=O)Nc2ncc(Br)s2)c2ccccc2c1=O,-10%

# An excerpt (hit frequency here may not be typical).
